# LMP1 NFkB inh = inhibitors of Epstein-Barr LMP1-induced NF-kappaB reporter; AID 504558; inhibition, % at 12.5 µM; 0.69% of 350,000 active; LMP1-induced NF-kappaB luciferase reporter cells, luminescence; in the data active means inhibition above about 41%;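 further: 0% = neutral control wells and 100% = reference inhibitor control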
# TWEAK-Fn14 inh = TWEAK-Fn14 signaling inhibition; TWEAK-stimulated Fn14 reporter cells, luciferase luminescence, 8 h; 2% of 360,000 active; inhibition, % at 10 µM; in the data active means inhibition above about 50%
# TROY NFkB inh = blocks TROY-dependent signaling in reporter cells; Q293 LMP1-TROYcd NF-kB luciferase reporter, 4 h; 0.98% of 360,000 active; inhibition, % at 10 µM;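 active means compounds whose plate-normalised and pattern-corrected inhibition of the luciferase reporter signal at the single screening dose is 50% or more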
# KKLEB tox = CF airway cell cytotoxicity counter-screen; KKLEB CF airway cells viability, ATPlite luminescence, overnight; stronger effect = lower value; cells stimulated with P. aeruginosa culture filtrate; activity change (cytotoxicity), % at 5 µM; 0.36% of 360,000 active;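 active means corrected activity change at or below -50% at 5 µM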
# C8 TRAIL sens = caspase-8 TRAIL sensitization | NB7+C8 cells + TRAIL, ATPlite viability luminescence | inhibition (viability loss, TRAIL sensitization), % at 10 µM | 1% of 360,000 active | AID 624354;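 active means compounds causing at least 50% loss of cell viability in the single-dose screen, relative to plate controls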
# NR2F2 inh = NR2F2 (human) inhibition, primary screen | P24468 | HEK293T NGFI-A luciferase reporter, luminescence | inhibition, % at 8.6 µM | 0.7% of 370,000 active;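 active means inhibition above a per-plate cutoff, mean inhibition of test wells between control levels plus 3 SD, cut at about 38% in these data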;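 further: cells cotransfected with COUP-TFII expression vector driving the NGFI-A reporter; 0% = median of COUP-TF2 test wells and 100% = reporter-only cells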
# NCOA1 inh = human NCOA1 inhibition; inhibition, % at 3.6 µM; AID 588354; Q15788; 0.12% of 360,000 active; HEK293 GAL4-SRC1 luciferase reporter, luminescence;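 active means inhibition above the campaign mean plus 3 SD, with each screening campaign given its own cutoff, cut at about 60% in these data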;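 further: 0% = DMSO treated cells and 100% = gossypol at 36 µM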
# SRC2 inh = inhibits human steroid receptor coactivator 2; HEK293 GAL4-SRC2 luciferase reporter, luminescence; inhibition, % at 9 µM; Q15596; 0.17% of 370,000 active; AID 651957;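 active means inhibition above the mean inhibition of all tested compounds plus 3 SD, set per campaign, cut at about 52% in these data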;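 further: 0% = DMSO treated cells and 100% = cells given Gossypol at 36 µM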
# SRC3 inh = human NCOA3 inhibition | Q9Y6Q9 | HEK293 GAL4-SRC3 luciferase reporter, luminescence | inhibition, % at 3.6 µM | 0.17% of 360,000 active | AID 588352;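 active means inhibition above a per-campaign cutoff, the mean of all compounds plus 3 SD, cut at about 60% in these data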;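 further: 0% = DMSO-treated cells and 100% = gossypol-treated cells at 36 µM; higher means less SRC3-driven luciferase light from the GAL4 reporter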
# CF NFkB inh = blocks PAF-induced NF-kB reporter in cystic fibrosis cells. KKLEB NF-kB-GFP reporter, GFP fluorescence overnight. inhibition, % at 5 µM. 0.86% of 360,000 active. AID 588850;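 active means at least 50% inhibition at 5 µM, scaled per plate between neutral and stimulator controls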;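 further: PAF is a Pseudomonas aeruginosa culture filtrate used as stimulus; plate controls were PAF-stimulated DMSO wells for no effect and unstimulated DMSO wells for full effect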
# LRH-1 inv ag = inverse agonists of human LRH-1 (NR5A2); 0.13% of 360,000 active; O00482; inhibition, % at 3.6 µM; HEK293T StAR-luciferase reporter, LRH-1 transfected, 24 h;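 active means inhibition above the mean inhibition of all tested compounds plus 3 SD, cut at about 73% in these data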;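 further: 0% = DMSO wells and 100% = reporter-only cells lacking LRH-1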
# Numbers without * were called inactive; . = no result given; & = joins results of further samples.
SMILES,LMP1 NFkB inh,TWEAK-Fn14 inh,TROY NFkB inh,KKLEB tox,C8 TRAIL sens,NR2F2 inh,NCOA1 inh,SRC2 inh,SRC3 inh,CF NFkB inh,LRH-1 inv ag
Cc1cccc(N2CCN(C(=O)CNC(=O)c3ccccc3)CC2)c1C,-1,-21,-32,2,14,3,-24,-16,-14,-2,-26
OC(CCN1CC2CCC(CC2)C1)(Cc1ccccc1)c1ccco1 (centres undefined),-5,-2,4,-27,11,5,0,-12,-4,6,12
COc1ccc(N2CCN(C(=O)c3ccc(CNS(=O)(=O)c4cccc(OC)c4)cc3)CC2)cc1,-1,8,17,21,10,23,10,16,2,-20,42
CC(=O)CSc1ccc(-c2nc3ccccc3[nH]2)cn1,6,69*,15,-18,75*,-3,-90,-3,-65,-4,-138
Cc1cc(=O)n(CC(=O)NCCN2CCOCC2)c2c1c(C)nn2-c1ccccc1,8,-15,14,-13,-8,.,-1,.,-4,10,-8
COc1ccc(-n2cccc2/C=C/[N+](=O)[O-])cc1,-4,25,-43,17,16,1,-5,-6,-6,-13,-18
CCOC(=O)[C@]12CCC=C1N(CCC1=CCCCC1)C(=O)[C@H](CC(=O)N1CCC(c3ccccc3)CC1)C2,.,16,10,.,6,26,.,36,.,.,16
CC[C@@H](C)CN1C(=O)N[C@@H](c2ccccc2)C(C(C)=O)=C1C,-2,6,-2,-1,-20,-8,-16,-6,6,9,-10
CCN(CC)S(=O)(=O)c1ccc(N2CCOCC2)c(NC(=O)c2ccc(=O)[nH]c2)c1,-4,26,-6,-9,-10,-10,10,5,1,-17,3
Cc1cc(NC(=O)c2cccc(S(=O)(=O)N3CCCCC3)c2)no1,-4,-2,-8,-14,-7,-1,-3,-12,7,-6,20
Cc1ccc(/C=N/Nc2ccc(Cl)c(C(=O)O)c2)s1,-52,-1,-24,7,-9,-48,-140,-89,-95,2,-187
CCCn1cc(CN2CCC(n3nccc3NC(=O)c3ccc4c(c3)OCO4)CC2)c(C)n1,0,-2,-8,-5,-3,17,9,2,4,13,-19
CCOC(=O)Cc1csc(NC(=O)CCCN2C(=O)c3ccccc3C2=O)n1,-8,-2,14,-1,-4,7,-1,-13,-6,7,10
COC(=O)c1c[nH]n2c(=O)c(Cl)c(C)nc12,1,16,-28,-9,-1,-13,-8,-9,-4,8,-21
COc1cc(C(=O)C(=O)c2ccc(O)c(OC)c2)ccc1O,-4,-8,-9,-3,-8,6,-15,-15,-16,2,-13
Cc1nnc(-c2ccc(Oc3ccc(C)c(C)c3)c([N+](=O)[O-])c2)o1,15,9,41,10,6,8,6,1,2,-9,19
CCN(CC(=O)Nc1ccccc1OC)C(=O)c1ccc2[nH]c3c(c2c1)CC(C)CC3 (centres undefined),-5,-3,4,5,17,-8,3,-4,-16,-11,22
CCOC(=O)N1CCN(C(=O)c2cc(-c3ccncc3)nc3ccccc23)CC1,-7,6,6,-12,28,6,26,-16,6,-5,14
CCc1ccccc1NC(=S)N1CCN(c2cccc(OC)c2)CC1,18,2,-9,-5,8,-4,1,-30,1,-1,6
CCOC(=O)c1nc(NCc2cccc(OC)c2)c2ccccc2n1,5,-1,1,0,-3,17,-13,-20,9,17,6

# Given with two lines to a compound: 3 of the compounds above.
# Values run as follows: LMP1 NFkB inh, TWEAK-Fn14 inh, TROY NFkB inh, KKLEB tox, C8 TRAIL sens, NR2F2 inh, NCOA1 inh, SRC2 inh, SRC3 inh, CF NFkB inh, LRH-1 inv ag
COc1ccc(-n2cccc2/C=C/[N+](=O)[O-])cc1
 : -4, 25, -43, 17, 16, 1, -5, -6, -6, -13, -18
Cc1cccc(N2CCN(C(=O)CNC(=O)c3ccccc3)CC2)c1C
 : -1, -21, -32, 2, 14, 3, -24, -16, -14, -2, -26
COc1ccc(N2CCN(C(=O)c3ccc(CNS(=O)(=O)c4cccc(OC)c4)cc3)CC2)cc1
 : -1, 8, 17, 21, 10, 23, 10, 16, 2, -20, 42

# The listing picks up; the 2 compounds before the break are reprinted first.
SMILES,LMP1 NFkB inh,TWEAK-Fn14 inh,TROY NFkB inh,KKLEB tox,C8 TRAIL sens,NR2F2 inh,NCOA1 inh,SRC2 inh,SRC3 inh,CF NFkB inh,LRH-1 inv ag
CCc1ccccc1NC(=S)N1CCN(c2cccc(OC)c2)CC1,18,2,-9,-5,8,-4,1,-30,1,-1,6
CCOC(=O)c1nc(NCc2cccc(OC)c2)c2ccccc2n1,5,-1,1,0,-3,17,-13,-20,9,17,6
Cc1cccc(N(CC(=O)NCCSCc2ccco2)S(=O)(=O)c2ccccc2)c1,-4,5,8,5,-1,-16,-10,11,4,9,5
CC(=O)C1=C(O)C(=O)N(c2nccs2)C1c1ccccc1 (centres undefined),2,-16,4,7,-3,1,-10,-9,11,-5,-22
CSc1nc(SCC(=O)O)c2c3c(sc2n1)COC(C)(C)C3,-10,-2,5,8,-16,19,-13,-9,3,-9,-10
COC(=O)/C(=C/c1c[nH]c2ccccc12)[N+](=O)[O-],-7,6,0,4,-7,2,-10,-2,6,0,1
Cc1cn(CC(=O)NCc2nc3ccccc3[nH]2)c(=O)[nH]c1=O,.,-3,-14,.,-5,1,.,0,.,.,-9
O=C(Nc1cccc(F)c1)c1ccc(CSc2ccccc2)o1,-8,-11,-35,3,2,-26,-28,-20,-34,-26,-29
CC(=O)Nc1cccc(-c2ccnc3c2CC(C)(C(=O)Nc2ccc(C(C)C)cc2)O3)c1 (centres undefined),.,28,14,-11,22,7,-50,2,1,1,-6
Cn1nnc(NC(=O)c2cccc(F)c2)n1,0,9,19,8,4,-1,1,-5,4,-4,-29
O=S(=O)(/N=C(/Nc1cc(N2CCOCC2)ncn1)c1ccc(F)cc1)c1ccccc1,-20&2,-9&-16,-14&-18,-3&-14,-15&-1,10&-1,-5&-11,-2&3,1&6,0&28,-7&-8
COc1ccc(NC(=O)[C@@H](NC(=O)c2ccccc2F)C(C)C)cc1S(=O)(=O)N1CCOCC1,7,-4,-9,13,-6,-3,14,0,24,-10,3
Cc1cc(C(=O)N/N=C/c2ccc(-c3ccc([N+](=O)[O-])cc3Cl)o2)n[nH]1,-1,-18,15,-13,-7,15,5,10,-6,-51,6
CCCC(C(=O)n1nc(C)cc1C)C(NS(=O)(=O)c1ccc(C)cc1)c1ccccc1 (centres undefined),5,28,-3,7,0,-5,4,8,16,-4,19
CCOC(=O)C1=C(C)N(c2ccccc2)C(=O)C1,-5,13,-15,10,-4,-6,-11,16,-19,5,1
COC(=O)CNC(=O)c1ccccc1C,-2,3,-5,10,-8,2,3,16,0,6,-7
COc1ccc(CC(=O)N2N=C(C)CC2(O)C(F)(F)F)cc1 (centres undefined),1,13,3,-1,17,-2,-7,-1,7,15,-13
Cc1ccccc1Cn1cc(/C=N/n2cnnc2)c2ccccc21,0,45,19,-22,10,8,-10,7,16,18,0
O=C1c2ccc(-c3nc4ccccc4o3)cc2C(=O)N1Cc1ccccc1,-26,-8,5,-3,-21,3,-3,-4,-9,-1,10
COc1ccccc1CN(C)c1nnnn1-c1ccccc1,-3,-5,7,0,-2,9,-15,-3,1,-4,2
FC(F)(F)c1cnc(N/N=C/c2ccncc2)c(Cl)c1,-12,-16,12,20,-3,3,8,7,32,-11,10
Cc1cccc(C(=O)N=C2SC3CS(=O)(=O)CC3N2c2ccccc2)c1 (centres undefined),-4,-15,-17,-1,-7,-12,6,-4,2,6,-3
CC1(C(=O)NS(=O)(=O)C2CC2)CCCN(C(=O)c2cccnc2Oc2ccccc2)C1 (centres undefined),.,9,2,14,21,-4,9,6,-15,-11,4
CCOC(=O)c1cnc2c(N=Nc3ccccc3)c(N)nn2c1N,-10,47,9,-26,69*,-36,-91,-62,-104,-10,-95
CS(=O)(=O)N(CC(=O)O)c1cc(C(F)(F)F)ccc1Cl,4,15,1,2,-17,6,3,-3,-12,-21,-20
Cc1ccc2c(c1)NCC(C(=O)NCc1ccccc1)O2 (centres undefined),-6,-23,-1,-6,13,2,-7,-19,-5,-24,4
COCCOC1CCN(C(=O)c2cc(COc3ccc(F)cc3F)on2)CC1,-1,-4,-29,-8,-3,21,-3,-11,-27,-5,-1

# Three entries from above, sorted by heavy-atom count, descending:
SMILES,LMP1 NFkB inh,TWEAK-Fn14 inh,TROY NFkB inh,KKLEB tox,C8 TRAIL sens,NR2F2 inh,NCOA1 inh,SRC2 inh,SRC3 inh,CF NFkB inh,LRH-1 inv ag
CC1(C(=O)NS(=O)(=O)C2CC2)CCCN(C(=O)c2cccnc2Oc2ccccc2)C1 (centres undefined),.,9,2,14,21,-4,9,6,-15,-11,4
CCOC(=O)c1cnc2c(N=Nc3ccccc3)c(N)nn2c1N,-10,47,9,-26,69*,-36,-91,-62,-104,-10,-95
CS(=O)(=O)N(CC(=O)O)c1cc(C(F)(F)F)ccc1Cl,4,15,1,2,-17,6,3,-3,-12,-21,-20

# Compound activity as filed in PubChem.
